Screens as filed in PubChem BioAssay.
TRHR agonist – activates the human TRH receptor; P34981; TRHR cells, calcium flux fluo-8, FDSS agonist mode; activation, % at 2 µM; hit rate 0.18% among 360,000; AID 493084; in the data active = activation above about 30%; also: 0% is about no effect
Target sequence (P34981 whole entry, looked up): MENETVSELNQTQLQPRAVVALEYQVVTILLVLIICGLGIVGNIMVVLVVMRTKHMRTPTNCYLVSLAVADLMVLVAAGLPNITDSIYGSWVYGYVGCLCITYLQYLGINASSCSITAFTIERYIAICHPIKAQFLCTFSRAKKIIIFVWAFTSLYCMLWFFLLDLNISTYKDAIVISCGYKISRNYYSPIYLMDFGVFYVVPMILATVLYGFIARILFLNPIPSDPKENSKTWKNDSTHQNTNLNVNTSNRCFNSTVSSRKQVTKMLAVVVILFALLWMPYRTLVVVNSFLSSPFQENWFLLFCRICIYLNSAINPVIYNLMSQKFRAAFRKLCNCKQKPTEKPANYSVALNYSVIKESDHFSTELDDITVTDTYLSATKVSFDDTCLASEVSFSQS
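TRHR-expressing cells loaded with fluo-8 calcium dye; 23 nL library compound pin-transferred, kinetic FDSS fluorescence (Ex 480/Em 530) recorded about 180 s for agonist-induced calcium release, before a 10 nM TRH EC20 addition for potentiator mode.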
D2 ag – activates the human D2 dopamine receptor; activation, % at 2 µM; HEK293 T-REx D2 cells, calcium flux agonist mode; AID 485358; hit rate 0.53% among 340,000;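 active = activation over 3 SD above normal in the single-dose calcium agonist read, cut at about 30% in these data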; also: 0% is about no effect
Target sequence (P14416 whole entry, looked up): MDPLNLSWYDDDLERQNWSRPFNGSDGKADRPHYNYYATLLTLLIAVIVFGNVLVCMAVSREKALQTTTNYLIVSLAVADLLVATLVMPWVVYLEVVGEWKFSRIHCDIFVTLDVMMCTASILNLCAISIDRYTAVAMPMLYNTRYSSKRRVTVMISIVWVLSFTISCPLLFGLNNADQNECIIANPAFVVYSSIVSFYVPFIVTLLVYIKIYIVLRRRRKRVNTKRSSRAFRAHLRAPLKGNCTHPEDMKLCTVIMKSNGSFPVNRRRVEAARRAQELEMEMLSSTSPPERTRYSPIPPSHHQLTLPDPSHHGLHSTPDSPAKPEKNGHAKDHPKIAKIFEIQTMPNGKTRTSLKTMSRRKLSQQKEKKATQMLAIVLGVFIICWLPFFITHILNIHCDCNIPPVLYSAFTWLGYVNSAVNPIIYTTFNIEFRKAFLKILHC
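Agonism scored from kinetic calcium signal (1 read/sec, 180 s) following compound pin transfer, after a 10 s baseline. Cells: HEK293 Trex line expressing inducible D2 receptor coupled to calcium, dye-loaded after overnight culture at 30 C.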
USP1 inh – USP1/UAF1 (human) deubiquitinase inhibition; hit rate 0.23% among 390,000; AID 743255; recombinant USP1/UAF1, Ub-Rhodamine cleavage fluorescence; Potency, µM (series often up to 57.1 µM), without a hit: top-dose activity change, negative = inhibition, usual class: inhibitors; also: potency is read from the fitted curve at half-maximal effect; % is scaled to controls: 0 for no effect and ±100 for the full control effect; nearly all actives have a fitted effect of over 60% in size; inactives centre near -12
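1 nM enzyme complex + cpd, 15 min RT; start with Ub-Rho 150nM final; kinetic fluorescence ex 480/em 540, 6 reads q60 s. Buffer 50mM HEPES pH 7.8, 0.5mM EDTA, 0.1 mg/ml BSA, 1mM TCEP, 0.01% Tween-20.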
TRHR PAM – allosteric enhancers of human TRH receptor; TRHR cells, fluo-8 calcium fluorescence, EC20 TRH enhancement; AID 493056; enhancement, % at 2 µM; hit rate 0.66% among 360,000; in the data active = enhancement above about 30%; also: 0% is about no effect
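Enhancer read-out: after compound pinning and an initial kinetic agonist-mode read, an EC20 of TRH (10 nM final) was injected and fluo-8 calcium signal (Ex 480/Em 530) followed at 1 s/cycle for 100 cycles in TRHR-expressing cells.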
rTrxR1 inhibitor – inhibitors of rat thioredoxin reductase 1 | O89049 | recombinant rTrxR1, NADPH fluorescence consumption, selenite substrate | Potency, µM (doses to about 114 µM), without a hit: at the top dose activity change, negative = inhibition, hits mostly inhibitors | hit rate 1% among 390,000; also: potency is read from the fitted curve at half-maximal effect; % is scaled to controls: 0 for no effect and ±100 for the full control effect; nearly all actives have a fitted effect of over 65% in size
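Rat TrxR1 (90 nM in the dispensed reagent) was pre-reduced with 400 uM NADPH for 5 min at room temperature, then incubated with compound for 15 min. After 400 uM selenite was added, NADPH fluorescence (Ex 340/Em 450 nm) was followed for 8 min.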
IDH1 R132H inh – human IDH1 R132H inhibition; O75874; IDH1-R132H enzyme, NADPH consumption, diaphorase/resazurin fluorescence; Potency, µM (doses to about 76.6 µM), without a hit: at the highest dose activity change, negative = inhibition, hits mostly inhibitors; hit rate 0.093% among 390,000; AID 602179; also: potency is read from the fitted curve at half-maximal effect; % is scaled to controls: 0 for no effect and ±100 for the full control effect; nearly all actives have a fitted effect of over 65% in size
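IDH1-R132H (0.5 ug/mL dispensed) in pH 7.5 Tris buffer was preincubated 30 min with compound, then given a substrate mix of 0.016 mM NADPH and 2 mM alpha-KG for 80 min at room temperature; remaining NADPH was read by diaphorase/resazurin fluorescence.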
TrxR1 substrate – substrates of rat thioredoxin reductase 1. hit rate 0.01% among 390,000. Potency, µM (top dose mostly 114 µM), inactives show top-dose activity change, negative = substrate turnover. O89049. purified TrxR1 substrate turnover, NADPH consumption readout; also: potency is read from the fitted curve at half-maximal effect; % is scaled to controls: 0 for no effect and ±100 for the full control effect; nearly all actives have a fitted effect of over 50% in size
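Rat TrxR1, dispensed at 90 nM, was prereduced with 400 uM NADPH (final) for 5 min at ~22 deg C, then incubated with compound 15 min before 400 uM selenite. A first-read NADPH fluorescence drop versus no-compound background flagged substrates.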
PI4K2A block – inhibitors of human PI4K2A; Q9BTU6; purified PI4K2A, ADP-Glo luminescence, 1 h; hits give low values; activity change, negative = inhibition, % at 76.9 µM; hit rate 0.13% among 420,000; in the data active = activity change below about -50%; inconclusive = mostly about -30% to -49%;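 also: -100% = wells without enzyme as full effect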
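In this quantitative HTS, ADP production by PI4K2A was quantified luminescently after 1 h at ambient temperature; 100 microM adenosine served as plate-quality control.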
D2 antag – antagonists of human D2 dopamine receptor. P14416. HEK293 TREx D2 cells, calcium flux, dopamine EC80. inhibition, % at 10 µM. hit rate 2% among 340,000. AID 485344; in the data active = inhibition above about 30%; also: 0% is about no effect
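Measurement of antagonist activity uses fluorescent calcium dye in inducible HEK293 T-REx D2 cells: 10 s baseline, compound addition with 180 s read, EC80 dopamine addition with a further 180 s read.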
Numbers without * were called inactive; ? = inconclusive; . = not tested or not shown; & = joins results of further samples; [ ] = another dose, or the depositor's remark. Unless noted, calls follow the shape of the dose curve; as a rule, active = well fitted inhibition curve with a large enough effect; inconclusive = small, poorly fitted or top-dose-only effect; inactive = no such curve, though single readings can be large or run the other way. Rows were taken by chance; 3.9% or so of the library scored in one or more.

entry | structure | TRHR agonist | D2 ag | USP1 inh | TRHR PAM | rTrxR1 inhibitor
1 | O=[N+]([O-])c1ccc(O)c(C2=NNC(c3ccccc3F)C2)c1 (stereo unspecified) | 0.7 | 3.0 | -13% | -3 | 35µM*
2 | CCSc1nc(N2CCOCC2)c2c(c1C#N)CCCC2 | -1.1 | 2.2 | -23% | -2 | 10%[57.1 µM]
3 | Cc1cc(Nc2cccc(C(F)(F)F)c2)n2nc(C)nc2n1 | -0.6 | -1.0 | -20% | 10 | 19%[57.1 µM]
4 | Cc1noc(C)c1CC(=O)Nc1ccc2c(c1)OCO2 | 0.3 | -0.2 | -21% | 1 | 13%
5 | CCCN(C(=O)CSc1nc2ccccc2n1CC)C1CCS(=O)(=O)C1 (stereo unspecified) | 1.6 | -1.4 | -12% | -6 | 20%
6 | O=C(NC1(C(F)(F)F)NC(=O)N(CCc2ccccc2)C1=O)C1CC1 (stereo unspecified) | -0.8 | -0.2 | -12% | 0 | 15%[0.457 µM]
7 | Cc1ccc(CNC(=O)C23CN(Cc4ccccc4)CC2C(c2ccc([N+](=O)[O-])cc2)=NO3)o1 (stereo unspecified) | 0.0 | -0.2 | ? | -8 | -20%
8 | CCn1c(SCC(=O)Nc2ccc(OC)cc2)nc2nc3c(cc2c1=O)CCCC3 | -0.2 | -1.7 | -15% | -3 | 18%[57.1 µM]
9 | O=C(Nc1ccc(C(=O)O)cc1)Nc1cccc([N+](=O)[O-])c1 | -0.3 | -0.2 | -15% | -7 | 5%[57.1 µM]
10 | CC(C)C(C(=O)NCC1CCCO1)N(Cc1ccco1)C(=O)CNS(=O)(=O)c1ccc(F)cc1 (stereo unspecified) | -0.1 | 0.1 | -1% | 6 | 3%[57.1 µM]
11 | Cc1ccc(CCNC(=O)CS(=O)Cc2nc(-c3ccccc3F)oc2C)cc1 (stereo unspecified) | -0.6 | -0.4 | -4% | 2 | 32µM*
12 | Cc1ccc(Nc2ccc(C(=O)NC3CCCCC3)cn2)cc1 | 0.0 | -1.6 | -18% | 3 | 15%
13 | CN(Cc1ccccc1)C(=O)CNC(=O)Cn1cnc2ccccc2c1=O | -0.2 | -0.5 | -15% | -4 | 23%[57.1 µM]
14 | CC(=O)c1c(C)[nH]c(C(=O)Nc2nc(-c3ccc(Cl)cc3)cs2)c1C | -0.5 | -2.7 | -8% | 8 | 12%
15 | COc1ccc(N(C(=O)c2cccnc2)S(=O)(=O)c2cccs2)cc1 | -0.3 | -1.4 | -21% | 0 | -7%[57.1 µM]

entry | IDH1 R132H inh | TrxR1 substrate | PI4K2A block | D2 antag
1 | 10% | -1% | -1 | 14
2 | -2% | 8%[57.1 µM] | 4 | -7
3 | 4% | 11%[57.1 µM] | -5 | 8
4 | -7% | -1% | -5 | -22
5 | -1% | 0% | 0 | 21
6 | 1% | -1% | -2 | -5
7 | 5% | -8% | -9 | 6
8 | -4% | 5%[57.1 µM] | 0 | 1
9 | 8% | -11% | 5 | -4
10 | 0% | 4%[57.1 µM] | -8 | -19
11 | -8% | 2% | 1 | 7
12 | 0% | 3% | -2 | -1
13 | -1% | 12%[57.1 µM] | 8 | 3
14 | -1% | -2% | 6 | -9
15 | 3% | -4%[57.1 µM] | 5 | 8

3 of the entries above in order of the TRHR PAM value, highest first:
nr | mol | TRHR PAM
8 | CCn1c(SCC(=O)Nc2ccc(OC)cc2)nc2nc3c(cc2c1=O)CCCC3 | -3
5 | CCCN(C(=O)CSc1nc2ccccc2n1CC)C1CCS(=O)(=O)C1 (stereo unspecified) | -6
9 | O=C(Nc1ccc(C(=O)O)cc1)Nc1cccc([N+](=O)[O-])c1 | -7

Later entries:
entry | structure | TRHR agonist | D2 ag | USP1 inh | TRHR PAM | rTrxR1 inhibitor
16 | CC(C(=O)O)N(C(=O)c1ccccc1)c1ccc(F)cc1 (stereo unspecified) | 0.6 | 1.7 | -3% | 0 | -5%[57.1 µM]
17 | COCCN(CCOC)c1nc(S(=O)(=O)c2ccc(C)cc2)c(Cl)s1 | 0.2 | -0.6 | -17% | -1 | ?
18 | CC(C)(C)C1CCC(=O)N(CCSc2ccccc2)CC1 (stereo unspecified) | -0.6 | 0.0 | -1% | 28 | -4%&15%
19 | CCC(=O)Nc1ccc(S(=O)(=O)NCc2ccc3c(c2)CCN3C(=O)c2ccc(C)cc2)cc1 | -0.2 | 7.1 | 10% | 11 | 12%[57.1 µM]
20 | O=[n+]1c2c(n([O-])c3ccccc31)CCC2 | 0.1 | 0.5 | -10% | -8 | 6%[57.1 µM]
21 | C=C(C)CNC(=S)N/N=C(\C)c1cccc(NC(C)=O)c1 | -1.9 | 0.2 | -11% | -3 | 12%[57.1 µM]
22 | O=C(CSc1nc(=O)n(Cc2cccnc2)c2c1CCC2)Nc1ccc(F)cc1F | -0.4 | -0.4 | -31% | -1 | 16%[57.1 µM]
23 | COC(=O)C1=C(C(=O)OC)[C@@H]2N(C)c3ccc(OC)cc3[C@@]23C[C@@H](C(=O)OC)N(C(=O)c2ccc(Br)cc2)C3=N1 | 0.2 | 0.1 | -11% | 9 | 14%[57.1 µM]
24 | COc1ccc(-c2nc(N)nc(N)n2)c(O)c1 | -0.2 | 0.5 | -1% | 2 | 10%[57.1 µM]
25 | CCCn1c2ccccc2c2cnn(CC(=O)NC3CCCCC3C)c(=O)c21 (stereo unspecified) | -0.4 | -1.6 | -4% | -5 | 0%
26 | C=CCn1c(COc2ccccc2)nnc1SCC(=O)NCC(=O)OCC | -0.1 | -0.2 | -12% | -5 | 6%[57.1 µM]
27 | COc1cc(NC(=O)CN2CCCN(S(=O)(=O)c3ccc(F)cc3)CC2)cc(OC)c1 | -3.1 | -1.3 | -15% | -4 | 0%
28 | O=C(Cn1ncc2c(=O)oc3ccccc3c21)Nc1nc2ccccc2s1 | -1.9 | -0.6 | . | -8 | .
29 | Cc1cccc2c(CC(=O)O)noc12 | 0.4 | 1.1 | 10% | 4 | -17%
30 | CC(C)Sc1nnc(SCC(=O)NCCCN2CCCC2=O)s1 | 0.0 | -1.2 | -17% | 0 | -3%

entry | IDH1 R132H inh | TrxR1 substrate | PI4K2A block | D2 antag
16 | -9% | -6%[57.1 µM] | 4 | 4
17 | 2% | -7% | -1 | 8
18 | 3% | -8%&-3% | -5 | 9
19 | -5% | 0%[57.1 µM] | -2 | .
20 | 4% | -17% | 4 | -20
21 | 0% | -8% | 4 | 5
22 | 5% | 2%[57.1 µM] | 1 | .
23 | -6% | 4%[57.1 µM] | 1 | -15
24 | 8% | 9%[57.1 µM] | -29 | 4
25 | -6% | -6% | -1 | 12
26 | 6% | -10% | -2 | 19
27 | 0% | -3% | 3 | .
28 | . | . | . | -13
29 | 2% | -8% | -5 | 4
30 | 4% | -1% | 2 | -17

Some entries already given, reduced to IDH1 R132H inh, PI4K2A block and TRHR agonist:
#	SMILES	IDH1 R132H inh	PI4K2A block	TRHR agonist
19	CCC(=O)Nc1ccc(S(=O)(=O)NCc2ccc3c(c2)CCN3C(=O)c2ccc(C)cc2)cc1	-5%	-2	-0.2
20	O=[n+]1c2c(n([O-])c3ccccc31)CCC2	4%	4	0.1

Next section.
entry | structure | TRHR agonist | D2 ag | USP1 inh | TRHR PAM | rTrxR1 inhibitor
31 | CN(CC(=O)Nc1nc2ccccc2s1)S(=O)(=O)c1ccc(Br)cc1 | 0.9 | -1.1 | -15% | -3 | 8%
32 | Cc1ccc(CN(C)C(=O)c2ccccc2Sc2ccccc2C#N)cc1 | 1.5 | 0.3 | -17% | -8 | 39%[activator]
33 | Cc1cccc2cc(COC(=O)c3ccccc3)c(=O)[nH]c12 | -0.6 | 0.1 | -20% | -5 | 0%
34 | CCCOc1ccc(CNC(=O)CN2C(=O)c3cccnc3Oc3ccc(C)cc32)cc1 | -0.8 | -1.6 | -14% | 9 | 7%
35 | CC1CCCN(C(=O)CCCn2c(=S)[nH]c3ccccc3c2=O)C1 (stereo unspecified) | -1.0 | 0.0 | -9% | 8 | -2%
36 | CCCN(CCC)Cc1cc(=O)oc2cc3c(cc12)CCC3 | 0.2 | 1.2 | -29% | 0 | 1%
37 | COc1ccnc(Oc2ccccc2)c1-c1ncn[nH]1 | 0.4 | 0.0 | -8% | 2 | 19%[11.4 µM]
38 | Cc1cc(NCc2ccncc2)ccc1Br | -0.6 | 0.8 | -16% | 6 | 11%
39 | O=C(N/N=C/c1ccc(F)cc1)c1ccc(OCc2ccccc2)cc1 | -0.1 | 0.4 | -5% | -2 | 30%[57.1 µM]
40 | O=C(Nc1ccc2nc(SCC(=O)N3CCc4ccccc43)sc2c1)c1cccc(Cl)c1 | -0.8 | -1.9 | -25% | 9 | -3%
41 | CCOC(=O)C1(Cc2ccc(Cl)cc2)CCN(Cc2cn(CC)nc2C)CC1 | 0.1 | 4.1 | -6% | -3 | 14%
42 | O=C(Cc1ccccc1)N1CCN(C(=O)c2cccs2)CC1 | 0.5 | 0.7 | -13% | 6 | 19%
43 | CCOC(=O)C1CCN(C(=O)CNC(=O)c2nn(-c3ccc(OC)c(Cl)c3)c(=O)c3ccccc23)CC1 | -0.3 | -0.1 | -26% | -1 | 41%[activator]

entry | IDH1 R132H inh | TrxR1 substrate | PI4K2A block | D2 antag
31 | 11% | -6% | 4 | 3
32 | -4% | -1% | 2 | -5
33 | 0% | 1% | -8 | 7
34 | 36%[activator] | 0% | 1 | .
35 | 4% | 0% | 6 | 4
36 | 13% | 2% | 2 | 9
37 | 5% | 9%[11.4 µM] | 1 | -16
38 | 17% | 4% | 8 | 15
39 | 2% | -9%[57.1 µM] | -3 | -10
40 | 9% | 9% | -4 | .
41 | 15% | -2% | 5 | -2
42 | 8% | 9% | 1 | -5
43 | -3% | 21% | 6 | 9

Some values from the results shown:
Entry for CN(CC(=O)Nc1nc2ccccc2s1)S(=O)(=O)c1ccc(Br)cc1 in IDH1 R132H inh: 11%
Entry for O=C(Nc1ccc(C(=O)O)cc1)Nc1cccc([N+](=O)[O-])c1 in USP1 inh: -15%
